CHRM1 agonist – human M1 muscarinic receptor agonists, primary screen, Fluo-8 calcium fluorescence, CHO-K1 cells, HTS. 360,000 tested, 0.33% active. CHO-K1 hM1, agonist mode; 0% DMSO, 100% acetylcholine EC100. Muscarinic acetylcholine receptor M1 (Homo sapiens), P11229. activation, % at 3 µM;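 active means activation above the run's mean compound activation plus 3 SD, cut at about 16% in these data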;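 further: peak over basal fluorescence ratio within a 140 s kinetic read after compound addition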
M1 PAM – human M1 muscarinic receptor positive allosteric modulators, primary screen, CHO-K1 cells, Fluo-8 calcium fluorescence, 1536-well | Muscarinic acetylcholine receptor M1 (Homo sapiens), P11229 | CHO-K1 hM1, ACh EC20; 0% = ACh EC20, 100% = maximal ACh | 360,000 tested, 0.088% active | activation, % at 3 µM; in the data active means activation above about 19%, passing the limit was not always enough
OXTR potentiate – human OXTR potentiators, primary screen, fluorescence, CHO-OTR cells, Fluo-8 calcium | Fluo-8 calcium fluorescence, potentiator mode; 0% = oxytocin EC15, 100% = EC100 | activation, % at 3 µM | 320,000 tested, 0.061% active | AID 2445, 2010;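 active means activation above that plate's cutoff, the mean activation of tested compounds plus 3 SD, cut at about 6.6% in these data, passing the limit was not always enough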;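 further: 100% uses oxytocin at 75 nM as the full agonist control; some results filed as inactive read as strong as hits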
Target sequence (P30559 whole entry, looked up): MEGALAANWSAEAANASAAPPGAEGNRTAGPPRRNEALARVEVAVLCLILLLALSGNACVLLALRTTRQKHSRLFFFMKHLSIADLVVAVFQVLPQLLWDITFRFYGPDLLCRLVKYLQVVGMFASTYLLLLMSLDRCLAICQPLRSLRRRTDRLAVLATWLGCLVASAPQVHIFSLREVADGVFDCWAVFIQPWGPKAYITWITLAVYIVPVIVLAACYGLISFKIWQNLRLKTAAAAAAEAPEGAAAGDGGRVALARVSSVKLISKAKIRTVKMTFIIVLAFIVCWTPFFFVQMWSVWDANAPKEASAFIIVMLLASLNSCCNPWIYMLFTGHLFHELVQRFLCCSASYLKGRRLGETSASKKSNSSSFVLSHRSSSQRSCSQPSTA
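test system = CHO-OTR cells, human receptor | compound = single-point 3.0 µM | schedule = 6 min compound pre-incubation at room temperature, 100 s kinetic read | signal = Fluo-8 no-wash calcium dye fluorescence, excitation 470-495 nm, emission 515-575 nm | repeats = single well per compound, singlicate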
M1 antag – human M1 muscarinic receptor antagonists, primary screen, CHO-K1 cells, Fluo-8 calcium fluorescence, 1536-well. Muscarinic acetylcholine receptor M1 (Homo sapiens), P11229. CHO-K1 hM1, ACh EC80 antagonist. inhibition, % at 3 µM. 360,000 tested, 1.3% active. AID 588852, 2011;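 active means percent inhibition above its own plate's cutoff, namely the mean of that plate's compound wells plus 3 SD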;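 further: peak over basal fluorescence ratio during 140 s after agonist addition; 0% = ACh EC80 plus DMSO and 100% = DMSO alone without agonist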
CHO parental Ca – ATP-evoked calcium signal inhibitors, parental CHO, primary screen, counter-screen for OX1R antagonist project, cell-based, fluorescence, Fluo-8 calcium dye | AID 463079, 2010 | inhibition, % at 5.6 µM | parental CHO-K1, ATP-induced calcium, Fluo-8 fluorescence | 330,000 tested, 0.63% active;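 active means inhibition above that plate's mean sample inhibition plus 3 SD, cut at about 26% in these data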;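 further: 0% = ATP-challenged DMSO wells and 100% = DMSO wells without ATP; some compounds past the cut are filed as inactive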
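Assay system: parental CHO cells; Read-out basis: percent inhibition of ATP-evoked calcium rise, normalized to controls; Benchmarks: ATP and no-ATP DMSO wells; Compound dosing: single nominal dose of 5.6 µM per compound; Signal: Fluo-8 calcium dye fluorescence; Also added: ATP as calcium-mobilizing challenge; Repeats: singlicate.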
OXTR ag – human OXTR agonists, primary screen, fluorescence, CHO-OTR cells, Fluo-8 calcium. 320,000 tested, 0.32% active. Oxytocin receptor (Homo sapiens), P30559. Fluo-8 calcium fluorescence; normalized: DMSO 0%, oxytocin 100%. activation, % at 3 µM;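 active means activation above the mean of all tested compounds plus 3 SD, cutoff set per screening run, cut at about 20% in these data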;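 further: peak over basal fluorescence ratio from a 100 s FLIPR kinetic read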
TAAR1 antag – human TAAR1 antagonists, primary screen, Fluo-8 calcium fluorescence, CHO RD-HGA16 cells; 360,000 tested, 1.5% active; antagonist; inhibition, % at 3 µM;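 active means inhibition above a per-plate cutoff, the mean inhibition of test compounds on that plate plus 3 SD, cut at about 49% in these data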;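 further: 0% = DMSO plus EC80 beta-PEA response and 100% = DMSO alone without agonist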
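Test system: CHO RD-HGA16 cells bearing hTAAR1 | Reagent: β-PEA, EC80 | Compound dosing: 3 µM, single point | Schedule: Dye loading 75 min at 37 °C, then 30 min room temperature | Signal: Calcium fluorescence with Fluo-8 | Evaluation: Percent inhibition of PEA-evoked calcium signal, max/basal emission ratio | Control set: DMSO-only wells and EC80 β-PEA-stimulated wells | Repeats: Singlicate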
TAAR1 ag – human TAAR1 agonists, primary screen, Fluo-8 calcium fluorescence, CHO RD-HGA16 cells | activation, % at 3 µM | vehicle wells 0%, saturating PEA agonist 100% | AID 624467, 2012 | 360,000 tested, 0.99% active;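 active means activation above the mean activation of all test compounds in the run plus 3 SD, cut at about 38% in these data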
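System: CHO-derived RD-HGA16 cells with stable Gα16 and human TAAR1. Times: 17-24 h plating, Fluo-8 75 min 37 °C, 30 min RT. Measured by: calcium-sensitive Fluo-8 signal, excitation 470-495, emission 515-575 nm. Read-out basis: % activation relative to PEA EC100 response. Control set: DMSO and PEA EC100. Repeats: no replicates (n 1).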
V1R ag counter – agonists of human V1a receptor, primary screen, counter-screen for OXTR agonist project, fluorescence, CHO-V1R cells | 320,000 tested, 0.25% active | AID 2797, 2010 | Fluo-8 calcium fluorescence, agonist mode; 0% DMSO, 100% 3 nM vasopressin | Vasopressin V1a receptor (Homo sapiens), P37288 | activation, % at 3 µM;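 active means activation above the mean activation of all tested compounds plus 3 SD, per screening run, cut at about 20% in these data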;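 further: signal is peak over basal fluorescence ratio across a 100 second FLIPR read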
Target sequence (P37288 whole entry, looked up): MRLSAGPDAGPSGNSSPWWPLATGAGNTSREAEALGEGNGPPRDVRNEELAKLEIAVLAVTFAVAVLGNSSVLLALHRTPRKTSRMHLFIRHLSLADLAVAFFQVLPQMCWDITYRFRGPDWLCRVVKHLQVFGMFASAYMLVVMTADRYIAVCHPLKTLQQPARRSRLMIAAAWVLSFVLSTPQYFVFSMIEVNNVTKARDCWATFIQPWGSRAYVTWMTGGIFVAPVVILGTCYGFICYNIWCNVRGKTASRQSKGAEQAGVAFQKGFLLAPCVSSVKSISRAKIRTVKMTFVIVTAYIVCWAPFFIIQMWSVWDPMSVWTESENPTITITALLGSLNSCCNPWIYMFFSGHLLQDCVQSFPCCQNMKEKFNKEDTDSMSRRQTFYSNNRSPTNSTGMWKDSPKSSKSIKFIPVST
Active calls of the source: *; · = no result given.

SMILES	CHRM1 agonist	M1 PAM	OXTR potentiate	M1 antag	CHO parental Ca	OXTR ag	TAAR1 antag	TAAR1 ag	V1R ag counter
Cc1ccccc1Cn1nc(C)c(NC(=O)/C=C/c2cnn(C)c2)c1C	0	10	-2	-8	-12	-0.8	-8	-1	-0.4
COC(=O)c1sc(S(=O)(=O)N2CCCCC2C)c(C(=O)OC)c1C (stereo not given)	-9	-20	1	14	-21	-1.3	-10	-1	-1.1
COc1cccc(C=NNC(=O)C(C)SC(C)C(=O)NN=Cc2cccc(OC)c2)c1 (stereo not given)	0	4	·	-11	·	·	-15	5	·
COC(=O)CSc1nc(NCC(C)C)nc(N2CCOCC2)n1	-4	9	-1	-11	-4	-1.0	3	2	-0.4
CCS(=O)(=O)c1ccc2oc(SCC(=O)Nc3ccc(OC)cc3OC)nc2c1	-3	7	-7	-4	-10	-0.4	5	0	-1.1
CC1(C)Cc2c(c(-c3ccco3)nc3sc4c(NCCO)ncnc4c23)CO1	-10	6	-11	-1	-6	-0.3	17	4	0.1
O=C1CC(N2CCN(C3CC(=O)N(CCc4ccccc4)C3=O)CC2)C(=O)N1CCc1ccccc1 (stereo not given)	-3	0	-4	0	-9	4.6	7	8	4.8
O=C(CCCN1C(=O)CSc2ncccc21)N1CCN(c2cccc(C(F)(F)F)c2)CC1	-3	-12	-8	25	-16	6.7	17	11	5.4
O=c1ccsc2ccccc12	1	0	·	-3	·	·	-1	3	·
CC(=O)CC1(OC(C)=O)C(=O)N(C)c2ccccc21 (stereo not given)	-7	2	2	-1	1	1.7	18	2	1.9
CSc1ccccc1-c1nnc(-c2ccc(Cl)cc2)o1	-1	-9	-9	-12	-12	0.0	11	7	-0.2
CCOC(=O)N1CCN(c2cc(NCCC(=O)O)c3c4c(onc24)-c2ccccc2C3=O)CC1	5	-2	-1	10	-17	-0.8	·	·	-0.3
C=CCSc1nc2ccccc2n2cnnc12	-10	-5	-9	-3	-5	-0.1	-21	0	-0.5
CC(C)(C)C1CCc2onc(C(=O)N3CCOCC3)c2C1 (stereo not given)	-3	16	1	-17	-10	0.0	15	0	-0.2
O=c1ncn(-c2ccccc2C(F)(F)F)c2ncccc12	-5	0	2	12	-6	0.5	1	7	0.7
CCOc1ccc2c(c1)C(C)=CC(C)(C)N2	-3	8	2	-9	-12	-1.2	4	3	-0.7
O=C(C1CC1)N1CCN(c2ccc([N+](=O)[O-])cc2-n2cccc2)CC1	-4	1	-2	-11	-39	-2.1	0	9	0.8
Cn1c(N)c(N=Nc2ccc(S(N)(=O)=O)cc2)c(=O)n(C)c1=O	-1	1	-8	-3	14	0.5	8	1	1.0
COC(=O)[C@]1(C)N[C@H](CN(C)C(=O)COc2ccccc2)[C@@H]2C(=O)N(C)C(=O)[C@@H]21	-2	12	-7	-19	-13	0.2	-1	1	-0.3
CCOc1ccccc1CNC(=O)c1c([N+](=O)[O-])c(C)nn1C	-6	3	-2	-3	-10	-1.9	-2	2	0.1

Next section, overlapping the part above by 2 compounds.
SMILES	CHRM1 agonist	M1 PAM	OXTR potentiate	M1 antag	CHO parental Ca	OXTR ag	TAAR1 antag	TAAR1 ag	V1R ag counter
COC(=O)[C@]1(C)N[C@H](CN(C)C(=O)COc2ccccc2)[C@@H]2C(=O)N(C)C(=O)[C@@H]21	-2	12	-7	-19	-13	0.2	-1	1	-0.3
CCOc1ccccc1CNC(=O)c1c([N+](=O)[O-])c(C)nn1C	-6	3	-2	-3	-10	-1.9	-2	2	0.1
O=[N+]([O-])c1ccc(O)c(N=Cc2sc3ccccc3c2O)c1	1	1	-9	1	8	16	8	12	8.1
CN(C)c1ccc(SC#N)cc1	-5	12	-3	-15	-6	-1.6	5	2	0.7
COc1cccc(Nc2nc(NCC3CCCO3)c3ccccc3n2)c1 (stereo not given)	-3	-10	-2	11	-16	-2.1	17	21	-0.1
CC1(C(=O)NS(=O)(=O)c2cccs2)CCN1C(=O)c1ccccc1CCc1ccccc1 (stereo not given)	-4	1	·	-8	·	·	-28	2	·
O=C(NCC(=O)N1CCCC1C(=O)O)OC1CCCCC1 (stereo not given)	-3	2	-7	-2	-12	0.5	-20	10	0.7
O=C1c2ccccc2C(=O)N1CCc1nc2ccccc2c(=O)n1Cc1ccco1	-4	-1	-13	-21	-3	-0.3	7	7	-0.7
CC(C)CC(=O)OC1C(N2CCOCC2)c2c(ccc(/C=C/C(=O)N3CCOCC3)c2O)OC1(C)C (stereo not given)	-5	6	-7	1	-34	1.6	-1	4	3.9
O=C(NNC(=O)c1ccc([N+](=O)[O-])cc1)c1ccncc1	-2	6	9	-5	11	0.1	1	2	0.8
O=C(O)c1ccc(COc2ccccc2C=C2C(=O)c3ccccc3C2=O)cc1	-4	-1	-5	9	5	-0.3	75*	30	0.7
Cc1ccc(C(=O)Nc2ccccc2C(=O)O)cc1S(=O)(=O)Nc1ccccc1	4	21	-16	-21	-9	-1.3	-41	2	-0.2

Three structures already listed, arranged by SMILES length, low to high:
SMILES	CHRM1 agonist	M1 PAM	OXTR potentiate	M1 antag	CHO parental Ca	OXTR ag	TAAR1 antag	TAAR1 ag	V1R ag counter
COc1cccc(Nc2nc(NCC3CCCO3)c3ccccc3n2)c1 (stereo not given)	-3	-10	-2	11	-16	-2.1	17	21	-0.1
O=[N+]([O-])c1ccc(O)c(N=Cc2sc3ccccc3c2O)c1	1	1	-9	1	8	16	8	12	8.1
CC1(C(=O)NS(=O)(=O)c2cccs2)CCN1C(=O)c1ccccc1CCc1ccccc1 (stereo not given)	-4	1	·	-8	·	·	-28	2	·

(cont.)
SMILES	CHRM1 agonist	M1 PAM	OXTR potentiate	M1 antag	CHO parental Ca	OXTR ag	TAAR1 antag	TAAR1 ag	V1R ag counter
Cc1ccc(CN2CCCN(C)CC2)c(C)c1	-8	4	-9	-12	5	0.3	1	1	0.5
CCc1ccc(/C=C2\C(=N)N3N=C(CC(=O)N4CCCCC4)SC3=NC2=O)cc1	-3	3	-2	-3	-6	1.0	-6	1	0.9
CCCC(=O)N1CCC1(C)C(=O)Nc1ccc(OC)c(OC)c1 (stereo not given)	-2	0	·	-5	·	·	-5	1	·
CN(C)CCN(C(=O)c1cccc(Cl)c1)c1nc2c(Cl)cccc2s1	-4	6	-7	0	-13	0.2	-5	4	2.9
COc1ccc(NC(=O)CN2CCC(NC(=O)C3CCCCC3)CC2)c([N+](=O)[O-])c1	-1	10	2	-5	-12	1.0	7	3	0.5
CCCCCC1=C(C(=O)OC)C(C(=O)OCC)N(S(=O)(=O)C(F)(F)F)c2ccccc21 (stereo not given)	-1	-5	·	15	-26	·	16	-1	·
Cc1nc(N)nc(SCc2ccc([N+](=O)[O-])cc2)c1N	-4	-1	1	8	-15	2.5	3	0	4.3
Cc1ccc(OCC(=O)OCC(=O)NC2CCCC2)cc1C	-3	2	-3	-2	-14	1.9	-2	1	2.5
O=C(O)c1ccc(N=Nc2c(O)[nH]c3cc(Cl)ccc23)cc1	-3	-2	-7	11	-14	1.3	6	15	0.7
CN(/N=C/c1cc(Br)cc(Br)c1O)c1ccccc1	-5	4	-4	1	-10	2.1	-23	1	-1.0
COCCN1CCn2c(nc3cc(NC(C)=O)ccc32)C1	-1	-1	-8	3	-10	1.6	-16	4	0.5
Cc1ccc2[nH]c(=O)c(C(c3nnnn3CC3CCCO3)N3CCc4ccccc4C3)cc2c1 (stereo not given)	-4	9	-5	-2	2	0.5	0	27	0.5
O=C(CSc1nc2ccccc2nc1SCC(=O)N1CCOCC1)N1CCOCC1	-4	5	-4	-4	-12	-0.5	-9	10	-0.1
CC(C)OCCCNC(=O)c1ccc(NC(=O)C2=CSCCO2)cc1	-3	-4	-4	2	2	0.2	-5	3	0.5
Cc1cccc(C)c1NC(=O)CSc1nnc(Cn2nnc(-c3ccccc3)n2)n1-c1ccccc1	-4	7	-21	-12	-27	0.5	2	10	0.3
CNc1c(NS(=O)(=O)c2ccc(C(C)(C)C)cc2)c(=O)oc2ccccc12	-3	3	-6	-7	10	2.8	28	9	0.8
COc1ccc(CNC(=O)C(C)Sc2nc3ccccc3c(=O)n2CC2CCCO2)cc1 (stereo not given)	-5	3	-3	-6	-21	-1.2	13	4	-0.1
O=[N+]([O-])c1ccccc1S(=O)(=O)NCCC1=CCCCC1	-6	-4	-3	-6	9	-1.6	17	6	-0.9
COc1ccc(CN2CCN(Cc3cc(=O)oc4cc(C)ccc34)CC2)c(OC)c1OC	-10	3	-3	-3	-13	0.3	-5	1	0.7
Cc1nc2cc(NC(=O)NC3CC3)ccc2n1C	-3	1	-2	2	4	0.0	-25	1	0.3
CC1=C(C(=O)OCc2ccccc2)C(c2ccc([N+](=O)[O-])cc2)NC(=O)N1CCCCCC(=O)O (stereo not given)	-4	3	-2	2	-28	-1.7	-10	3	0.2
CC(C)CCNC(=O)CN(CCN1CCOCC1)C(=O)Cn1nnc(-c2ccc(F)cc2)n1	-2	12	-1	-18	-19	-0.2	-16	9	-0.7
c1ccc(N2N=C(c3cccs3)CC2c2ccco2)cc1 (stereo not given)	-4	-4	-10	4	-17	-1.7	17	12	-1.2
N#C/C(=C\c1ccccn1)c1ccccn1	0	16	-13	-20	-6	-0.1	-1	-1	0.1
Cc1ccc(-n2c(SCC(=O)Nc3ccc(N4CCOCC4)cc3)nc3ccccc3c2=O)cc1	-4	12	-8	-13	-3	-0.9	-6	-2	-0.4
COc1ccccc1CNN	-6	5	-23	1	-11	-1.4	-36	2	0.7
CCc1n[nH]c(=S)n1/N=C/c1c(C)nn(-c2ccccc2)c1Cl	-3	0	-8	0	-10	-1.5	-10	-1	-0.5
CC(C)CNC(C(=O)Nc1ccc([N+](=O)[O-])cc1Br)c1ccccc1 (stereo not given)	-7	-4	3	1	-36	-1.7	-17	6	-1.3
CCOC(=O)CCc1c(C)n(CC)c2ncnn2c1=O	2	16	-1	-9	8	-0.3	-18	1	-0.4
CCn1cc(CN2CCC(C(=O)Nc3ccc(Oc4ccccc4F)cc3)CC2)c(C)n1	-3	1	-8	-2	-4	6.4	-10	8	7.4

High-throughput results: PubChem BioAssay, The Scripps Research Institute Molecular Screening Center
